GRP78 ERSR act = induces the endoplasmic reticulum stress response in human glioma cells; U87-MG GRP78 promoter luciferase reporter, 16 h; Potency, µM, without a hit: at the highest dose activation, usual class: activators; 420,000 tested, 0.02% active; also: potency is read from the fitted curve at half-maximal effect; series mostly up to about 76 µM; % of control where 0% means no effect; nearly all actives have a fitted effect of over 35% in size
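ERSR induction read as luciferase luminescence (Bright-Glo, 10 min at room temperature) in stably transfected human U87-MG glioma cells exposed to compounds for 16 h, using GRP78 as sensor.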
USP1-UAF1 inh = inhibitors of human USP1/UAF1 deubiquitinase; recombinant USP1/UAF1, Ub-Rhodamine cleavage fluorescence; Potency, µM (series often up to 57.1 µM), inactives show at the top dose activity change, negative = inhibition, usual class: inhibitors; 390,000 tested, 0.23% active; AID 743255; also: potency is read from the fitted curve at half-maximal effect; % is scaled to controls: 0 for no effect and ±100 for the full control effect; nearly all actives have a fitted effect of over 60% in size; inactives centre near -12
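Step one: compound is pinned into 1nM USP1/UAF1 in HEPES pH 7.8 buffer with TCEP. Step two: 15 min room-temperature incubation. Step three: Ub-Rho (150nM final) starts cleavage, tracked by fluorescence over six one-minute reads.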
LDHA block = blocks human lactate dehydrogenase A | P00338 | 480,000 tested, 0.15% active | AID 1347041 | purified LDHA, NADH/diaphorase-resazurin fluorescence; hits give low values | activity change, % (values are at about 110 or 230 µM); in the data active = activity change below about -30%; inconclusive = mostly about -25% to -30%;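 also: plate controls were DMSO wells for no effect and wells without enzyme for full effect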
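Remaining NADH was detected by diaphorase (0.133 mg/mL) converting 37 µM resazurin to fluorescent resorufin, read at 0 and 20 minutes. The preceding 5-minute room-temperature reaction used 2 nM LDHA, 0.2 mM sodium pyruvate and 0.06 mM NADH at pH 7.4.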
RXFP1 agonist = RXFP1 (human) receptor agonism; Q9HBX9; HEK293T-RXFP1 cAMP TR-FRET, 30 min; response scale: percent of porcine relaxin response, buffer zero; Potency, µM (series often up to 57.5 µM), for the others: at the top dose activation, hits mostly activators; 370,000 tested, 0.3% active; also: potency is read from the fitted curve at half-maximal effect; % is scaled to controls: 0 for no effect and ±100 for the full control effect; nearly all actives have a fitted effect of over 60% in size; many of its hits are not listed in these tables
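cAMP rise read by TR-FRET after 30 min, 37C compound exposure (up to 58 uM) in RXFP1-transfected HEK293 cells with Ro 20174 present. EC50 from Hill-equation fits, with 29 nM porcine relaxin as 100% and buffer as basal.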
PI4K2A block = inhibitors of human PI4K2A; Q9BTU6; 420,000 tested, 0.13% active; activity change, negative = inhibition, % at 76.9 µM; purified PI4K2A, ADP-Glo luminescence, 1 h; hits give low values; AID 1346378; in the data active = activity change below about -50%; inconclusive = mostly about -30% to -49%;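 also: -100% = wells without enzyme as full effect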
Target sequence (Q9BTU6 whole entry, looked up): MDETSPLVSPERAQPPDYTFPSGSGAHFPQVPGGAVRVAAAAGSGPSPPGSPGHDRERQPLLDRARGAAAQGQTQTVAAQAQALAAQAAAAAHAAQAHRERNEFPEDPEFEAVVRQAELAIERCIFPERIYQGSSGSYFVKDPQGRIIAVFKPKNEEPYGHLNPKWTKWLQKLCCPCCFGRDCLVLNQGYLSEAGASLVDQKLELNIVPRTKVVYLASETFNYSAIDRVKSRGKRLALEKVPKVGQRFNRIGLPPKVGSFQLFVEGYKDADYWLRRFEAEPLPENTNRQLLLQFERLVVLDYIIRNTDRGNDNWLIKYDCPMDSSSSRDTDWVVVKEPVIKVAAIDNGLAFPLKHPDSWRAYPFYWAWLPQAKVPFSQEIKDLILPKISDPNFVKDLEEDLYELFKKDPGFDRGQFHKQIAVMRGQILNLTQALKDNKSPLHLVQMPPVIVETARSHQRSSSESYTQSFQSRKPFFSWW
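PI4K2A activity was measured by ADP-Glo luminescence: enzyme (4 ug/mL stock) and phosphatidylinositol (1.2 mM stock) in Tris pH 7.5/MgCl2/EGTA/Triton X-100 buffer were reacted with ATP (300 microM stock) for one hour at ambient temperature.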
Vif-A3F inh = Vif-A3F binding inhibition; HeLa A3F-eYFP + Vif (tagged APOBEC3F with the HIV-1 protein that degrades it), YFP fluorescence increase; Potency, µM (top dose mostly 46.1 µM), without a hit: at the top dose activity, negative = active; 390,000 tested, 0.2% active; AID 602313; also: potency is read from the fitted curve at half-maximal effect; % of control where 0% means no effect; nearly all actives have a fitted effect of over 65% in size
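HeLa cells stably expressing Vif plus C-terminally eYFP-tagged A3F were seeded, incubated overnight at 37 deg C, dosed with compound, incubated overnight again at 37 deg C. Yellow fluorescence (Ex 488/Em 500-530) reported blocked Vif-mediated A3F-eYFP degradation.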
IDH1 R132H inh = human IDH1 R132H inhibition; O75874; IDH1-R132H enzyme, NADPH consumption, diaphorase/resazurin fluorescence; Potency, µM (top dose mostly 76.6 µM), for inactives: top-dose activity change, negative = inhibition, most hits filed as inhibitors; 390,000 tested, 0.093% active; AID 602179; also: potency is read from the fitted curve at half-maximal effect; % is scaled to controls: 0 for no effect and ±100 for the full control effect; nearly all actives have a fitted effect of over 65% in size
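IDH1-R132H (0.5 ug/mL) preincubated 30 min with compound, then NADPH (0.016 mM) and alpha-KG (2 mM) added; 80 min at RT, pH 7.5. Remaining NADPH coupled via diaphorase/resazurin to fluorescence (540/590 nm); concentration-response curves normalized to no-enzyme control.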
TrxR1 substrate = rat thioredoxin reductase 1 substrate activity; O89049; purified TrxR1 substrate turnover, NADPH consumption readout; Potency, µM (highest dose often 114 µM), for the others: at the top dose activity change, negative = substrate turnover; 390,000 tested, 0.01% active; AID 588456; also: potency is read from the fitted curve at half-maximal effect; % is scaled to controls: 0 for no effect and ±100 for the full control effect; nearly all actives have a fitted effect of over 50% in size
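Rat TrxR1, dispensed at 90 nM, was prereduced with 400 uM NADPH (final) for 5 min at ~22 deg C, then incubated with compound 15 min before 400 uM selenite. A first-read NADPH fluorescence drop versus no-compound background flagged substrates.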
Vif-A3G inh = inhibitors of Vif-APOBEC3G interaction; Q9HC16; HeLa A3G-eYFP + Vif (tagged APOBEC3G with the HIV-1 protein that degrades it), YFP fluorescence, overnight; Potency, µM (highest dose often 46.1 µM), inactives show top-dose activity, negative = active, actives largely listed as inhibitors; 410,000 tested, 0.076% active;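 also: potency is read from the fitted curve at half-maximal effect; % is scaled to controls: 0 for no effect and ±100 for the full control effect; nearly all actives have a fitted effect of over 60% in size; hits raise eYFP signal because A3G escapes Vif-driven loss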
Target sequence (Q9HC16 whole entry, looked up): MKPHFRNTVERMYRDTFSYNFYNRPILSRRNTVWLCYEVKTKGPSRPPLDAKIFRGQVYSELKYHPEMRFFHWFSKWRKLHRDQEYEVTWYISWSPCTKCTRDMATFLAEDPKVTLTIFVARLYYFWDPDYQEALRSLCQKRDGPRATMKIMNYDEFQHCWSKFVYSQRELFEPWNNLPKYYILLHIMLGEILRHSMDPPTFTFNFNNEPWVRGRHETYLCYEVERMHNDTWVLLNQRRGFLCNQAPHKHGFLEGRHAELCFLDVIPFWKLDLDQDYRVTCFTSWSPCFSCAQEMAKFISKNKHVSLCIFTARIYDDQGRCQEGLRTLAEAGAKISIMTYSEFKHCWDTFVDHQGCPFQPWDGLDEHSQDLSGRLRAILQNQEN
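HeLa cells stably expressing Vif and C-terminally eYFP-tagged A3G, seeded overnight at 37 deg C, then exposed to compound by pintool overnight at 37 deg C. Rise in yellow fluorescence (Ex 488/Em 500-530, Acumen) marks blocked Vif-driven A3G degradation.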
* = called active by the depositor; & = joins results of further samples; [ ] = dose if it differs, or a comment. Unless noted, calls follow the shape of the dose curve; as a rule, active = well fitted curve in the direction sought with a large enough effect; inconclusive = small, poorly fitted or top-dose-only effect, or another doubt; inactive = no such curve, though single readings can be large; an effect the other way counts as inactive or inconclusive.

Cc1ccc(-c2noc(CNC(=O)c3ccc(C(C)(C)C)cc3)n2)cc1 was read as GRP78 ERSR act -2%, USP1-UAF1 inh inconclusive, LDHA block 3, RXFP1 agonist 0.8%, PI4K2A block 1, Vif-A3F inh 6%, IDH1 R132H inh -4%, TrxR1 substrate -13% and Vif-A3G inh 5%.
CCCCC1NC(C(=O)O)CS1 (configuration not stated) was read as GRP78 ERSR act 2%, USP1-UAF1 inh -7%, LDHA block -5, RXFP1 agonist -0.1%, PI4K2A block 10, Vif-A3F inh -4%, IDH1 R132H inh 5%, TrxR1 substrate 9%[57.1 µM] and Vif-A3G inh -1%.
Screening COc1ccc(/C=C/C(=O)OCC(=O)NC(C)CCc2ccccc2)cc1OC (configuration not stated) returned GRP78 ERSR act -2%, USP1-UAF1 inh -11%, LDHA block -3, PI4K2A block -7, Vif-A3F inh -3%, IDH1 R132H inh -2%, TrxR1 substrate -3% and Vif-A3G inh -4%.
Cc1ccc(CCNC(=O)NCc2noc3ccc(C)cc23)cc1 was read as GRP78 ERSR act -1%, USP1-UAF1 inh -13%, LDHA block -4, RXFP1 agonist 1.1%, PI4K2A block -1, Vif-A3F inh 2%, IDH1 R132H inh 13%, TrxR1 substrate 8% and Vif-A3G inh 1%.
For Nc1ncc(-c2ccccc2)c(-c2ccc(O)cc2O)n1 the results were GRP78 ERSR act -7%, USP1-UAF1 inh -14%, LDHA block -4, RXFP1 agonist -1.9%, PI4K2A block -14, Vif-A3F inh -1%, IDH1 R132H inh 1%, TrxR1 substrate -17% and Vif-A3G inh -2%.
Screening CC1CCc2cc(F)ccc2N1C(=O)c1ccncc1 (configuration not stated) returned GRP78 ERSR act -4%, USP1-UAF1 inh -1%, LDHA block -13, RXFP1 agonist 0.3%, PI4K2A block -2, Vif-A3F inh 9%, IDH1 R132H inh -1%, TrxR1 substrate 8%[0.0914 µM] and Vif-A3G inh -1%.
CCCSc1ncc(Cl)c(C(=O)Nc2sc3c(c2C(N)=O)CCCC3)n1 was read as GRP78 ERSR act -2%, USP1-UAF1 inh -13%, LDHA block -12&-2, RXFP1 agonist 0.2%, PI4K2A block 3, TrxR1 substrate 12%&3% and Vif-A3G inh 7.1µM*.
Screening CC(=O)NCCc1nc2cc(NS(=O)(=O)c3ccccc3)ccc2n1C returned GRP78 ERSR act -1%, USP1-UAF1 inh -11%, LDHA block -2, RXFP1 agonist 0.0%, PI4K2A block 7, Vif-A3F inh -49%, IDH1 R132H inh 6%, TrxR1 substrate 10%[57.1 µM] and Vif-A3G inh 0%.
For CC(Oc1ccc(Cl)cc1Cl)C(=O)Nn1cnnc1 (configuration not stated) the results were GRP78 ERSR act -3%, USP1-UAF1 inh 0%, LDHA block -7, RXFP1 agonist 0.9%, PI4K2A block -1, Vif-A3F inh 4%, IDH1 R132H inh -2%, TrxR1 substrate -2%[57.1 µM] and Vif-A3G inh 2%.
Screening CCN(CC)S(=O)(=O)c1ccc(Cl)c(NC(=O)COC(=O)c2ccc(O)cc2)c1 returned GRP78 ERSR act -7%, USP1-UAF1 inh -11%, LDHA block 3, RXFP1 agonist -0.2%, PI4K2A block 1, Vif-A3F inh 2%, IDH1 R132H inh -4%, TrxR1 substrate 2%[57.1 µM] and Vif-A3G inh -3%.
For Cc1ccc(NC(=S)NCCN2CCOCC2)cc1F the results were GRP78 ERSR act -4%, USP1-UAF1 inh -21%, LDHA block -11, RXFP1 agonist 1.7%, PI4K2A block 2, Vif-A3F inh 2%, IDH1 R132H inh 0%, TrxR1 substrate 0% and Vif-A3G inh 1%.
For O=C1NCC(COCc2ccco2)O1 (configuration not stated) the results were GRP78 ERSR act 1%, USP1-UAF1 inh -2%, LDHA block -1, RXFP1 agonist 0.6%, PI4K2A block -1, Vif-A3F inh 1%, IDH1 R132H inh -3%, TrxR1 substrate 5% and Vif-A3G inh 2%.
Screening CCCCCCCOC(=O)C1=C(C)Nc2ncnn2C1c1cccs1 (configuration not stated) returned GRP78 ERSR act -4%, USP1-UAF1 inh -9%, LDHA block -9, RXFP1 agonist 2.0%, PI4K2A block 1, Vif-A3F inh -4%, IDH1 R132H inh -3%, TrxR1 substrate 5%[57.1 µM] and Vif-A3G inh 3%.
Screening N#Cc1ccc(-c2ccc(F)cc2)nc1Oc1ccccc1 returned GRP78 ERSR act -5%, USP1-UAF1 inh -12%, LDHA block -3, RXFP1 agonist 11%, PI4K2A block -2, Vif-A3F inh -10%, IDH1 R132H inh 3%, TrxR1 substrate 11%[57.1 µM] and Vif-A3G inh 0%.
CCN(CC)CCCNC(=O)c1[nH]c2ccccc2c1Sc1ccc(Cl)cc1 was read as GRP78 ERSR act -6%, USP1-UAF1 inh -15%, LDHA block -6, RXFP1 agonist 3.1%, PI4K2A block 12, Vif-A3F inh -8%, IDH1 R132H inh -12%, TrxR1 substrate 9%[57.1 µM] and Vif-A3G inh -10%.
`O=C(CN1C(=O)CCC1=O)Nc1ccc(Br)cc1` gave GRP78 ERSR act 2%, USP1-UAF1 inh -19%, LDHA block -1, RXFP1 agonist 2.0%, PI4K2A block 2, Vif-A3F inh -2%, IDH1 R132H inh 0%, TrxR1 substrate 1% and Vif-A3G inh 2%.
Screening Cc1ccc(F)cc1NC(=O)CSc1nc(Nc2ccccc2)nc(N2CCOCC2)n1 returned GRP78 ERSR act -1%, USP1-UAF1 inh -11%, LDHA block -9, RXFP1 agonist 1.3%, PI4K2A block -1, Vif-A3F inh 3%, IDH1 R132H inh -13%, TrxR1 substrate 1% and Vif-A3G inh 1%.
Screening Cc1cc(C(C)(C)C)n2nc(C)c(-c3ccccc3)c2n1 returned GRP78 ERSR act -4%, USP1-UAF1 inh -13%, LDHA block -2, RXFP1 agonist -3.2%, PI4K2A block 1, Vif-A3F inh -1%, IDH1 R132H inh -6%, TrxR1 substrate 9% and Vif-A3G inh -2%.
`Nc1nonc1C(=O)N1CCCCC1` gave GRP78 ERSR act -3%, USP1-UAF1 inh -10%, LDHA block -4, RXFP1 agonist -0.7%, PI4K2A block 2, Vif-A3F inh 5%, IDH1 R132H inh 0%, TrxR1 substrate 6% and Vif-A3G inh 1%.
Cc1ccc(C)c(S(=O)(=O)N2CCC(c3nc4c(nnn4Cc4ccc(F)cc4)c(=O)[nH]3)CC2)c1 was read as GRP78 ERSR act -3%, USP1-UAF1 inh -20%, LDHA block 0, RXFP1 agonist -1.6%, PI4K2A block -2, Vif-A3F inh 1%, IDH1 R132H inh 4%, TrxR1 substrate -2% and Vif-A3G inh -3%.

Nothing new here: entries from further up.
CCN(CC)CCCNC(=O)c1[nH]c2ccccc2c1Sc1ccc(Cl)cc1 was read as GRP78 ERSR act -6%, USP1-UAF1 inh -15%, LDHA block -6, RXFP1 agonist 3.1%, PI4K2A block 12, Vif-A3F inh -8%, IDH1 R132H inh -12%, TrxR1 substrate 9%[57.1 µM] and Vif-A3G inh -10%.
`O=C(CN1C(=O)CCC1=O)Nc1ccc(Br)cc1` gave GRP78 ERSR act 2%, USP1-UAF1 inh -19%, LDHA block -1, RXFP1 agonist 2.0%, PI4K2A block 2, Vif-A3F inh -2%, IDH1 R132H inh 0%, TrxR1 substrate 1% and Vif-A3G inh 2%.

Next part.
Screening Cc1nn(C)c(=S)n1-c1ccc(Cl)cc1 returned GRP78 ERSR act -4%, USP1-UAF1 inh -17%, LDHA block -4, RXFP1 agonist 1.9%, PI4K2A block 7, Vif-A3F inh 1%, IDH1 R132H inh 9%, TrxR1 substrate 13% and Vif-A3G inh 0%.
For Cn1c(-c2ccc(Cl)nc2)nc2cc(Cl)ccc21 the results were GRP78 ERSR act 3%, USP1-UAF1 inh -10%, LDHA block 1, RXFP1 agonist -2.8%, PI4K2A block 1, Vif-A3F inh 3%, IDH1 R132H inh 21%, TrxR1 substrate 26% and Vif-A3G inh 0%.
For CCc1ccccc1NC(=O)Cn1nnc(C(=O)NCc2cccc(OC)c2)c1N the results were GRP78 ERSR act -1%&-1%, USP1-UAF1 inh inconclusive, LDHA block -18&-13, RXFP1 agonist 0.2%&1.1%, PI4K2A block 5&3, Vif-A3F inh inconclusive, IDH1 R132H inh -6%&-7%, TrxR1 substrate 1%&0% and Vif-A3G inh inconclusive.
CCN(CC)CCCNC(=O)c1ccc(N2CCCCC2)c(NS(=O)(=O)c2ccc(C)cc2)c1 was read as GRP78 ERSR act -2%, USP1-UAF1 inh -25%, LDHA block 0, RXFP1 agonist 0.2%, PI4K2A block -2, Vif-A3F inh -7%, IDH1 R132H inh -10%, TrxR1 substrate 2% and Vif-A3G inh 1%.
`CN1CCC(OC(c2ccccc2)c2ccccc2)CC1` gave GRP78 ERSR act -1%&-8%&-4%, USP1-UAF1 inh -17%, LDHA block -3, RXFP1 agonist -0.8%, PI4K2A block -2&-2, Vif-A3F inh 4%, IDH1 R132H inh -2%, TrxR1 substrate -3% and Vif-A3G inh -2%.
`O=[N+]([O-])c1ccc(NCCCNS(=O)(=O)c2ccccc2)cc1` gave GRP78 ERSR act 0%, USP1-UAF1 inh -23%, LDHA block -2, RXFP1 agonist -2.1%, PI4K2A block -1, Vif-A3F inh 1%, IDH1 R132H inh 1%, TrxR1 substrate 3%[57.1 µM] and Vif-A3G inh -1%.

Screening data as filed in PubChem.

Not all compounds are listed; rates above refer to the full screens.
